Compound activity deposited in PubChem by several laboratories.
PERK inhibitor: human PERK inhibition, primary cell-based screen | inhibition, % at 5.6 µM | Q9NZJ5 | AID 1416 | 220,000 compounds, 0.17% hits | CHO PERK-DD fusion, SEAP luminescence translation reporter;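 active = inhibition above the mean inhibition of all tested compounds plus 3 SD, set separately per screening campaign, cut at about 2.9% in these data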;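 also: PERK kinase domain activated by AP20187 dimerizer at 100 nM; 0% = DMSO with dimerizer and 100% = rapamycin at 8.4 µM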
MDM2 E3 inh: blocks human Mdm2 ubiquitin ligase activity. Q00987. 210,000 compounds, 0.11% hits. cell-based MDM2 ubiquitination luciferase reporter, 2 h; 0 = plate control, 100 = twice control, blank-subtracted. signal enhancement, % at 5 µM;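 active = signal enhancement of 30% or more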;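 also: luminescence tracks abundance of the self-degrading MDM2-luciferase fusion protein; higher signal means inhibition of MDM2 E3 ligase activity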
Target sequence (Q00987 whole entry, looked up, the tested form may be a part): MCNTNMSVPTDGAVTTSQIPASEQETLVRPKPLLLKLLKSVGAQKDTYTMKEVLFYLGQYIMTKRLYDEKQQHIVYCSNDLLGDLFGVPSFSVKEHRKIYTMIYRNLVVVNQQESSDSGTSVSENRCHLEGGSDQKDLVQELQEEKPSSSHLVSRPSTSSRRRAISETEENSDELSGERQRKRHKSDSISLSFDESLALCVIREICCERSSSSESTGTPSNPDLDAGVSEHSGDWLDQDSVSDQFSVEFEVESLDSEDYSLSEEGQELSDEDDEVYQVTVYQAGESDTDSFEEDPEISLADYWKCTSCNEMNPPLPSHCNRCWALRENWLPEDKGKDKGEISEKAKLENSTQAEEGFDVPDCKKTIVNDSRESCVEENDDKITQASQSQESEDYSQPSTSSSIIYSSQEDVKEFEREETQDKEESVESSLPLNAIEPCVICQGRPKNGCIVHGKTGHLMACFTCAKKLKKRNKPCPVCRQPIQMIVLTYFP
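Test system: mammalian cells stably expressing self-ubiquitinating, self-degrading MDM2 E3–luciferase fusion; Amount: 2000 cells in each well; Medium: DMEM; Schedule: 4 h settle plus 2 h compound, 37 °C; Technique: SteadyLite luciferase luminescence after 15 min room-temperature reagent incubation; Benchmarks: plate control and blank wells.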
Cl transport mod: KCC2 (human) Cl- transport modulation; Q9H2X9; KCC2 cells, thallium flux FluoZin-2 fluorescence; B-score of Tl+ flux slope (higher = more flux/activation; lower = inhibition) at 10 µM; 190,000 compounds, 2.2% hits; AID 1456;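 active = thallium flux slope and its plate-corrected score both differing from the plate sample mean at a set confidence after two filtering rounds, in either direction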;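 also: slope of fluorescence scaled to starting intensity during 10 to 20 s after thallium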
L929 necroptosis: blocks zVAD induced death of L929 cells | L929 zVAD necroptosis rescue, ATP luminescence, 24 h; with zVAD 60 µM | viability rescue, % at 10 µM | 220,000 compounds, 0.38% hits | AID 1377;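 active = activation, scaled between plate controls, above about 75%, limit read from the data; inactive = activation under that limit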;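 also: 0% = zVAD with DMSO and 100% = DMSO alone without zVAD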
m-calpain inh: inhibitors of pig calpain II; inhibition, % at 16 µM; purified calpain II, fluorogenic peptide substrate, 30 min; 220,000 compounds, 0.37% hits;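 active = inhibition above about 50%, limit read from the data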
EBV gp42 block: blocks Epstein-Barr virus glycoprotein 42 binding | inhibition, % (tested at 21.74 µM) | 220,000 compounds, 0.42% hits | Fluorescence polarization binding assay, mP read-out; in the data active = inhibition above about 50%
Target sequence (Q1HVG2 whole entry, looked up): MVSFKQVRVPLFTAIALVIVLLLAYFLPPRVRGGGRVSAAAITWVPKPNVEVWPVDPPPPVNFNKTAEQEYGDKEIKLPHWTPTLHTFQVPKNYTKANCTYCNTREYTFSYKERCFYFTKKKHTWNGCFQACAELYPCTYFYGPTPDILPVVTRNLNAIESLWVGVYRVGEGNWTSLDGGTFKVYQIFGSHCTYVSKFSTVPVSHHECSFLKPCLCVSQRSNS
eIF4E 4G PPI: eIF4E/eIF4G interaction inhibition in translation initiation; P63073+Q04637; TR-FRET eIF4E-eIF4GI(517-606) binding, 2 h; AID 782; inhibition, % at 21.7 µM; 220,000 compounds, 0.37% hits;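 active = inhibition above about 30%, limit read from the data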;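 also: 0% = full FRET control wells and 100% = background wells lacking eIF4GI fragment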
TNF death inh: blocks TNF-alpha induced death of Jurkat FADD-/- cells; Jurkat FADD-/- TNF necroptosis rescue, ATP luminescence, 24 h; 0 = TNF only, 100 = no-TNF cells; activation (protection from cell death), % at 10 µM; 220,000 compounds, 0.068% hits; AID 463075;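 active = activation, meaning protection from cell death, of at least 50% relative to plate controls; inactive = activation below 50%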;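 also: necroptosis triggered by 40 ng/mL TNF-alpha added together with compound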
Rad51 HR inh: Rad51 (human) homologous recombination inhibition; Q06609; hRad51 DNA strand exchange, fluorescence dequenching; inhibition, % at 10 µM; 200,000 compounds, 0.085% hits;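 active = inhibition above 40% at the single screening dose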;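 also: 0% = DMSO control wells and 100% = blanks with heterologous ssDNA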
Target sequence (Q06609 whole entry, looked up): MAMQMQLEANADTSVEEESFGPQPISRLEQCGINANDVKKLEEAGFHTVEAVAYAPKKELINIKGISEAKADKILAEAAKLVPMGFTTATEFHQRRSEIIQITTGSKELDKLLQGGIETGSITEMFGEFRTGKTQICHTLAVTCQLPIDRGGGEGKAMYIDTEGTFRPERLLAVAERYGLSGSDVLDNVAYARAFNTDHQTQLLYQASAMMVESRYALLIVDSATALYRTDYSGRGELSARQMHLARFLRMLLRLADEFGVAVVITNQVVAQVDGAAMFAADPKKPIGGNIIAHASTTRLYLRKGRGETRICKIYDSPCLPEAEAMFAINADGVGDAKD
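Test system: preformed human Rad51 ssDNA filaments; also added: Donor/quencher-labelled 47-bp dsDNA substrate; doses: 10 µM final, single point; times: 37 °C 15-min filament assembly, 30-min compound preincubation, 15-min exchange; detection: FRET fluorescence dequenching, excitation 485 nm, emission 520 nm; read-out basis: Fluorescence-based percent inhibition, control- and blank-normalised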
An asterisk follows results filed as active; i = inactive; . = not tested or not shown; [ ] = another dose, or the depositor's remark. An unsorted share of the library, and some 3.6% of all compounds hit somewhere here.

SMILES	PERK inhibitor	MDM2 E3 inh	Cl transport mod	L929 necroptosis	m-calpain inh	EBV gp42 block	eIF4E 4G PPI	TNF death inh	Rad51 HR inh
COc1ccc(C2=NN(C(=O)c3cccs3)C(c3ccccc3OC)C2)cc1OC (configuration not stated)	0.6	-6	-0.57	-0.9	i	-8	3	-0.2	4
Cc1sc2nc3n(c(=O)c2c1C)CCCS3	0.0	-1	-0.94	-0.7	23	7	1	-1.3	-3
Cn1c(=O)oc2cc(S(=O)(=O)NCc3ccccc3)ccc21	0.4	-1	0.84	-0.1	0	-19	-2	0.3	5
CCOC(=O)C(O)(CC(=O)Nc1ccc(Cl)cc1Cl)C(F)(F)F (configuration not stated)	0.0	-4	-0.48	0.3	-34	-17	-4[fluorescence artefact?]	-0.7	0
CCOC(=O)/C(=C/c1ccco1)NC(=O)c1ccc(Br)o1	1.4	3	-0.28	-0.1	19	-8	3	-0.4	.
COc1ccc([N+](=O)[O-])cc1/C=N/Nc1nc(N2CCCCC2)nc(N2CCCCC2)n1	0.4	-21	0.028	2.9	18	-9	-1	-0.7	10
COCC(C)n1c(SCC(=O)N2CCCCC2)nc2ccccc2c1=O (configuration not stated)	-0.8	9	-0.79	1.3	-42	-12	-3	2.3	.
CCC(C)NC(=O)Nc1ccccc1C (configuration not stated)	0.1	.	-0.16	0.1	-8	-33	1	0.7	2
CCSc1nnc(-c2ccc(S(=O)(=O)NCc3cccs3)cc2)o1	-0.4	-24	.	0.0	23	6	1	-1.9	.
COc1ccc(C(=O)NCC(=O)NC2=NCCS2)cc1	1.4	-14	0.61	0.8	6	1	0[fluorescence artefact?]	0.7	4
O=C(NC1CCCCC1)C(c1cccs1)N(CCCN1CCOCC1)C(=O)c1ccc(-c2ccccc2)[nH]1 (configuration not stated)	0.0	-4	-1.9	-1.0	-15	-5	-2	2.2	-2
O=C1C2CCCN2C(c2ccc(Cl)cc2)N1c1nccs1 (configuration not stated)	1.1	-7	0.29	0.6	5	4	3	-0.6	5
CC(C)CCN1CCN(Cc2nc3ccccc3s2)CC1CCO (configuration not stated)	0.5	-4	0.51	-0.1	4	-2	-1	2.2	-4
O=C(CSc1nc2c(cnn2-c2ccccc2)c(=O)[nH]1)N1CCOCC1	-0.2	-6	-0.097	-0.3	19	2	1	0.1	1
COC(=O)c1cc(OC)c(OC)cc1NC(=O)CN1C(=O)c2ccccc2C1=O	0.4	-11	-0.96	1.4	-3	-9	5	2.1	-11
COC(CNC(=S)Nc1ccc([N+](=O)[O-])cc1)OC	1.1	-14	-0.00016	1.0	8	-13	0[fluorescence artefact?]	1.0	2
Cc1cc(N2CCN(c3ccccn3)CC2)n2nc(C)nc2n1	0.2	.	-0.42	-0.3	.	.	.	0.8	2
CCc1ccc2[nH]c(=O)c(CN(Cc3ccccc3OC)C(=O)Nc3ccccc3OC)cc2c1	0.1	-16	-1.2	0.2	-90	-2	-3	2.4	-7
CC(C)CNS(=O)(=O)c1ccc(S(=O)(=O)N2CCC3(CC2)OCCO3)cc1	-0.3	.	0.84	1.5	5	-18	-2	1.7	.
COc1ccc(-c2nnn(CC(=O)N(CCCO)C(C(=O)NC3CCCC3)c3ccncc3)n2)cc1 (configuration not stated)	0.3	-28	-0.018	-1.1	7	5	-1	0.4	-6
CC1(C)C(=O)Nc2ccccc2N1C(=O)COc1ccc(S(=O)(=O)N2CCOCC2)cc1Cl	-0.7	-15	-0.28	-0.2	-224	19	19	-2.1	4
CC(=O)c1ccc(OCCCC(=O)NCC(c2ccco2)N(C)C)cc1 (configuration not stated)	0.0	3	0.38	-0.6	-20	-8	-9	-0.1	4
COc1ccc(NCc2nnc(SCC(=O)Nc3nc(-c4ccccc4)cs3)n2-c2ccccc2)cc1	0.5	3	0.76	0.1	-36	15	7	1.5	7
COCc1c(C)cc(C)c(/C=N/O)c1C	1.1	-6	0.56	2.7	-19	-9	5[fluorescence artefact?]	-0.8	-3
COc1cc(NC(=O)c2ccco2)c(C(=O)O)cc1OC	1.0	-12	.	0.0	24	-15	7	-1.5	.
CNC(=O)NC(=O)Cn1cnc2sc(-c3ccccc3)cc2c1=O	0.7	-21	-1.2	0.6	1	-15	8	2.0	-8
CCC(CC)C(=O)NCCc1ccc(OC)cc1	-1.4	-16	0.75	0.3	28	3	-6	0.2	.
O=C(NC(CO)Cc1ccc([N+](=O)[O-])cc1)C(Cl)Cl (configuration not stated)	-0.2	-13	1.5	-0.3	30	-4	-1	0.6	-4
Cc1ccc(S(=O)(=O)N(C)C)cc1NC(=O)Cn1c(CN2CCOCC2)nc2ccccc2c1=O	0.7	-9	0.19	1.4	5	-1	4	0.6	1
O=C(COc1ccccc1N1C(=O)C2C3C=CC(C3)C2C1=O)c1ccccc1 (configuration not stated)	0.8	-8	-0.89	0.0	-1	-13	1	1.2	1
CC(C)Cc1cc(C(=O)N2CCC(N3CCC(C(=O)N4CCCC4)CC3)CC2)n[nH]1	0.6	-13	-0.51	0.6	0	24	10	0.8	-3
CC(C)CN(CC(C)C)c1nc(N)c(C#N)c(CC#N)c1C#N	-1.2	-9	-1.2	-0.1	-7	-4	-1	-1.1	5
CCOC(=O)c1sc(NCC2CCCO2)nc1C (configuration not stated)	0.7	-12	2	0.3	4	-17	-6[fluorescence artefact?]	-0.2	-9
O=c1[nH]c(CCl)nc2cc(-c3ccc(Cl)cc3)sc12	0.4	-66	-0.29	2.2	-3	-18	-4[fluorescence artefact?]	-20	3
CCOC(=O)N1CCC(=NNC(=O)Cn2ccc(C(F)(F)F)n2)CC1	0.4	-6	-0.016	3.0	20	-7	0	0.9	0
O=C(OCC1COc2ccccc2O1)c1c(F)cccc1F (configuration not stated)	1.7	-14	-0.57	0.9	31	7	12	-0.6	5
CC(C)NC(=O)CN(C(=O)CCC(=O)Nc1ccccn1)c1ccc(F)c(Cl)c1	0.7	-4	0.25	-0.4	-12	-8	1[fluorescence artefact?]	-0.9	-9
CN1CCN(c2ccc(NC(=O)COc3ccccc3[N+](=O)[O-])cc2)CC1	1.2	-89	0.17	1.5	26	-4	2	-0.8	8
O=C(NCC1(c2ccccc2)CCCC1)C1(c2ccccc2)CCCC1	0.3	.	-0.64	-1.0	29	-13	0	-0.6	1
CC(C)(C)c1ccc(C2CC2C(=O)N/N=C\c2ccc[nH]2)cc1 (configuration not stated)	0.8	-6	1.1	18	1	-8	-3	-12	1
C=CCOc1nc(N2CCCC2)nc(N2CCCC2)n1	-0.2	-19	-1	-0.2	-10	-13	2	0.4	13
COC(=O)c1ccc2c(=O)n(CCN3CCOCC3)c(SCC(=O)NCc3ccccc3)nc2c1	1.2	-38	0.94	-1.2	-7	-1	-3	1.1	-3
C=CCN(CC=C)c1ccc(N2C(=O)C3CCCCC3C2=O)cc1[N+](=O)[O-] (configuration not stated)	1.9	-21	0.034	0.8	38	-18	3	-0.1	.
O=C(CCCSc1nc(-c2ccco2)cc(C(F)(F)F)n1)NCc1cccs1	-0.1	4	-1.8	0.5	3	1	-5[fluorescence artefact?]	-1.5	5
CC(C)(C)C(=O)N1CCC(O)(CS(=O)(=O)Cc2ccccc2Cl)CC1	0.8	-3	.	-0.3	17	-2	-7	-2.6	-3
COc1ccc(NC(C)c2cc(Cl)ccc2O)cc1 (configuration not stated)	1.4	-13	-0.25	-0.2	50*	-24	-1	-2.2	-7
Cc1cccc(-c2noc(CN(C(=O)/C=C/c3ccccc3Cl)C(C)C)n2)c1	0.2	-13	-0.011	-1.0	48	4	0	1.5	13
CCN1CCN(C(c2cccnc2)c2cc(Cl)c3cccnc3c2O)CC1 (configuration not stated)	2.6	-15	1.2	-0.1	-3	-2	15[fluorescence artefact?]	-11	3
CCOC(=O)N1CCC(Nc2nc(OC)nc(OC)n2)CC1	-0.6	-8	0.11	-1.1	-18	-13	10	-0.1	6
CCCCn1ccnc1C(=O)c1cccc(S(=O)(=O)N2c3ccccc3CC2C)c1 (configuration not stated)	-0.9	-16	-0.45	-1.2	2	-15	-3	0.6	-9
COc1ccc(C)cc1NC(=O)C(OC(=O)CNC(=O)c1ccc(Oc2ccccc2)cc1)c1ccccc1 (configuration not stated)	1.1	.	-0.47	1.9	-16	5	3	1.0	.
CCOC(=O)CSCc1cn2cc(Cl)ccc2n1	-0.2	-19	-0.0085	-0.5	3	-4	7[fluorescence artefact?]	0.1	9
O=[n+]1c2c(n([O-])c3cc(F)c(F)cc31)CCCC2	-0.3	-10	.	2.7	-8	7	10	1.6	0
Cc1cc(C)cc(N(CC(=O)Nc2ccccc2-c2ccccc2)S(=O)(=O)c2ccccc2)c1	0.3	-11	0.9	0.5	40	-10	5	3.7	4
CCOC(=O)CNC(=S)N(CCCN1CCCC1)Cc1cccs1	-0.1	4	-0.29	-1.4	-17	-3	0	1.5	22
Nc1ncc(CCN2CCOCC2)c(-c2ccc(F)cc2)n1	1.6	-5	-0.13	-0.4	4	-1	0	-1.0	.
CCN(CCCNC(=O)CC(C(=O)N1CCc2ccccc21)n1ccnc1)c1cccc(C)c1 (configuration not stated)	-0.6	-5	-2.6	-0.3	-13	-10	0	-3.4	-4
C/C(=N/NC(=O)CNC(=O)c1ccccc1)c1ccc(C)cc1	0.3	-3	-0.73	3.3	-12	-8	-1	0.1	1
COc1cccc(OCC(=O)NNC(=O)c2cnccn2)c1	1.0	6	-0.28	.	14	-9	8[fluorescence artefact?]	-0.2	21
O=C(O)c1cc(O)c2c(c1)C(=O)c1cc(O)cc(O)c1C2=O	-0.9	-15	-0.38	-1.1	42	4	8	-3.7	5
CSc1sc(-c2ccnc(SCCS(C)(=O)=O)n2)c(-c2ccccc2)c1C#N	-0.6	-11	-0.064	0.1	-182	-7	-5	-7.4	3
CS(=O)(=O)N1CCN(c2ccccc2NC(=O)c2cccs2)CC1	-0.8	-10	0.068	0.1	17	-12	1	-0.6	-3

Profiles, quoted from the list. Order of screens: PERK inhibitor, MDM2 E3 inh, Cl transport mod, L929 necroptosis, m-calpain inh, EBV gp42 block, eIF4E 4G PPI, TNF death inh, Rad51 HR inh
`COc1cccc(OCC(=O)NNC(=O)c2cnccn2)c1` is listed as 1.0, 6, -0.28, ., 14, -9, 8[fluorescence artefact?], -0.2, 21
`CSc1sc(-c2ccnc(SCCS(C)(=O)=O)n2)c(-c2ccccc2)c1C#N` is listed as -0.6, -11, -0.064, 0.1, -182, -7, -5, -7.4, 3
`C/C(=N/NC(=O)CNC(=O)c1ccccc1)c1ccc(C)cc1` is listed as 0.3, -3, -0.73, 3.3, -12, -8, -1, 0.1, 1
`CCN1CCN(C(c2cccnc2)c2cc(Cl)c3cccnc3c2O)CC1` (configuration not stated) is listed as 2.6, -15, 1.2, -0.1, -3, -2, 15[fluorescence artefact?], -11, 3

Taken from above.
Under MDM2 E3 inh, CCOC(=O)CNC(=S)N(CCCN1CCCC1)Cc1cccs1 is entered as 4
Under MDM2 E3 inh, CCN1CCN(C(c2cccnc2)c2cc(Cl)c3cccnc3c2O)CC1 (configuration not stated) is entered as -15
